Bioassay records: PubChem BioAssay, National Center for Advancing Translational Sciences (NCATS)
EPAC1 agonist: EPAC1 (human) agonism; Potency, µM (series often up to 154 µM), for the others: at the top dose activation, hits mostly activators; O95398; EPAC1 agonist qHTS, biochemical assay; response scale: 100% = response to 6.5 mM cAMP; actives 0.073% (n = 360,000); further: potency means the concentration at half of the fitted maximal effect; nearly all actives have a fitted effect of over 60% in size
Target sequence (O95398 whole entry, looked up): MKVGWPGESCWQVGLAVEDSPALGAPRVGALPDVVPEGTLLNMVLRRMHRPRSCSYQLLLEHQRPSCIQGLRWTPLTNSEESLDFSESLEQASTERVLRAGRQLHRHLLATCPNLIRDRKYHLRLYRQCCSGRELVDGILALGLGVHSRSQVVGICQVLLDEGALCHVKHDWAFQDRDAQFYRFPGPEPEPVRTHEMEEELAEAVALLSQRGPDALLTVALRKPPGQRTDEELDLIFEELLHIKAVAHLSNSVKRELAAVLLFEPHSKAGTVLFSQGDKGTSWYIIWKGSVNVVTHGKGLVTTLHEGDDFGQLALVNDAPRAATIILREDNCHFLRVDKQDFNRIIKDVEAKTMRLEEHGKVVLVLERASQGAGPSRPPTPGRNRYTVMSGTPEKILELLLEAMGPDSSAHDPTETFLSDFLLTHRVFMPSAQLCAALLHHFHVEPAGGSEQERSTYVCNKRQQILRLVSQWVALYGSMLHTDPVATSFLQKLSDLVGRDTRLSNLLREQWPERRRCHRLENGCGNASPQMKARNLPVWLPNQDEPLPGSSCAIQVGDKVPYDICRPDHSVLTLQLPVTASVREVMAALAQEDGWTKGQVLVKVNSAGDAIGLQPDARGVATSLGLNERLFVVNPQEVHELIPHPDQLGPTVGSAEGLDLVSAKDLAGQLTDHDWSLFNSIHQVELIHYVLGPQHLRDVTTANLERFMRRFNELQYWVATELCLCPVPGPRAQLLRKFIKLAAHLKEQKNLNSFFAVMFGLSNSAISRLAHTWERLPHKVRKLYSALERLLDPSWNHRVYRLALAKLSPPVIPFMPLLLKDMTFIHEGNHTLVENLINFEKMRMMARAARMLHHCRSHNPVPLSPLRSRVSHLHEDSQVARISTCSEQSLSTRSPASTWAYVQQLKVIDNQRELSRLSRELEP
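Compounds were pinned as a concentration titration into mixtures of EPAC1 (100 nM), BODIPY-GDP-loaded Rap1B (250 nM) and GDP (50 uM). After 5 min at room temperature, fluorescence was followed for 30 min; activity was scaled to 6.5 mM cAMP.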
PTHR1 agonist: agonists of human PTHR1 parathyroid hormone receptor; Q03431; HEK293 GP2 PTHR1 cells, GloSensor cAMP luminescence, 1 h; Potency, µM (highest dose often 115 µM), without a hit: at the top dose activation, hits mostly activators; actives 0.075% (n = 410,000); AID 743266; further: potency means the concentration at half of the fitted maximal effect; nearly all actives have a fitted effect of over 55% in size; some results filed as inactive show a strong effect at the top dose; inactives centre near -15; many of its hits are not listed in these tables
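HEK-293-derived GP2 cells expressing PTHR1 and a GloSensor cAMP reporter, 3,000/well, plated overnight, given luciferin plus IBMX (each 0.5 mM as added) for 1 h at 37 °C, then compound for 1 h at 37 °C. Luminescence was read after 15 min at room temperature.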
EPAC1 antagonist: EPAC1 (human) antagonism; Potency, µM (doses to about 115 µM), for inactives: top-dose activity change, negative = inhibition, actives largely listed as inhibitors; O95398; actives 0.14% (n = 360,000); AID 720709; EPAC1 GEF assay, Rap1b-BODIPY-GDP exchange fluorescence;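 further: potency means the concentration at half of the fitted maximal effect; plate controls were vehicle for no effect and positive control for full effect; nearly all actives have a fitted effect of over 50% in size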
HEK293 tox: cytotoxicity counter-screen for GLP-1 receptor inverse agonists; HEK293 cAMP-luciferase reporter cells, luminescence, 24 h; Potency, µM (doses to about 38.3 µM), without a hit: top-dose activity change, negative = inhibition, hits mostly inhibitors; actives 0.13% (n = 410,000); AID 624418;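 further: loss of luciferase light is scored as toxicity; potency means the concentration at half of the fitted maximal effect; on the % scale 0 is the no-effect control and ±100 the full control effect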
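Here, cytotoxicity is scored as loss of luminescence. The MLSMR collection was tested on cells seeded in medium containing 10% Nu serum, with a 24 hr compound exposure preceded by 12 hours of culture.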
GLP-1R agonist: activates the human GLP-1 receptor; Potency, µM (top dose mostly 45.6 µM), for the others: at the top dose activation, hits mostly activators; P43220; AID 624172; HEK293 GLP-1R CRE-luciferase, luminescence, 4-6 h; cells express a hypersensitive GLP-1R form; actives 0.007% (n = 380,000); further: potency means the concentration at half of the fitted maximal effect; % of control where 0% means no effect
GLP1R inv ag: acts as inverse agonist at human GLP-1 receptor; P43220; HEK293 GLP-1R CRE-luciferase, luminescence, 24 h; GLP-1R form is constitutively active; Potency, µM (top dose mostly 38.3 µM), for the others: at the top dose activity change, negative = inhibition, actives largely listed as inhibitors; actives 1.6% (n = 410,000); AID 624417; further: potency means the concentration at half of the fitted maximal effect; on the % scale 0 is the no-effect control and ±100 the full control effect; nearly all actives have a fitted effect of over 55% in size
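Luminescence readout: a drop in cAMP-driven luciferase signal flags inverse agonism at a constitutively active GLP-1R stably expressed in HEK293. Compound exposure lasted 24 hr at 37 deg C, 5% CO2.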
IL2 activator: activators of IL-2. AID 652025. actives 0.065% (n = 360,000). IL-2 activation reporter assay, cell-based qHTS; stimulated with anti-CD3/CD4/CD28 beads; in transgenic mouse T cells. activation, % (series mostly up to about 46 µM); in the data active means activation above about 50%; inconclusive means mostly about 30% to 49%; further: 0% is about no effect
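Readout is EGFP and DsRed signal by fluorescent plate cytometry after 18 h at 37 degrees C. Transgenic mouse T cells (750/well) received compound for 60 min before bead stimulation (anti-CD3, anti-CD4, anti-CD28); memory T cells served as non-tolerant control.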
PLK1 PBD inh: inhibitors of human PLK1 polo-box domain binding | Plk1 PBD binding of FITC phosphopeptide, fluorescence polarization | Potency, µM, for inactives: max response, negative = inhibition, most hits filed as inhibitors | actives 2.8% (n = 360,000) | AID 720504; further: potency means the concentration at half of the fitted maximal effect; series mostly up to about 57 µM; on the % scale 0 is the no-effect control and ±100 the full control effect; nearly all actives have a fitted effect of over 65% in size
PI5P4K alpha inh: inhibitors of human PI5P4K alpha | PI5P4Kalpha enzyme, ADP-Glo luminescence, 60 min; hits give low values | max response, % | actives 1.2% (n = 330,000) | P48426; active means max response of -50% or lower; inconclusive means between -30% and -50%; inactive means -30% or higher; further: value at the top dose of about 77 µM; on the % scale 0 is the no-effect control and ±100 the full control effect
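Reactions run in 0.038 M HEPES pH 7.4, 0.28 mM EGTA, 0.1% CHAPS and 5% DMSO, with PI5P4Kalpha, substrate, compound and 5 microM ATP final, one hour at room temperature. Readout is ADP-Glo luminescence.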
* = called active by the depositor; i = inactive; ? = inconclusive; · = no result given; [ ] = another dose, or the depositor's remark. Unless noted, the call rests on the fitted dose curve; in most records, active means well fitted curve in the direction sought with a large enough effect; inconclusive means small, poorly fitted or top-dose-only effect, or another doubt; inactive means no such curve, though single readings can be large; an effect the other way counts as inactive or inconclusive. This is a subset. The share of hits here may be higher or lower than overall.

molecule,EPAC1 agonist,PTHR1 agonist,EPAC1 antagonist,HEK293 tox,GLP-1R agonist,GLP1R inv ag,IL2 activator,PLK1 PBD inh,PI5P4K alpha inh
COc1ccc(CC(=O)N[C@@H](CCSC)c2nc3ccccc3[nH]2)cc1,5%,i,8%,-3%,11%,1%,1.6,3%,0
CCc1ccc2[nH]c(=O)c(C(c3nnnn3CCOC)N3CCN(c4ccccc4F)CC3)cc2c1 (stereo not given),1%,i,-17%,-20%,2%,1%,-0.5,-3%,7
COc1ccc(-c2nc(NC(=O)CSc3nnc4ccccn34)ns2)cc1,1%,i,18%,0%,-15%,9%,0.0,-7%,-14
Cc1ccc(S(=O)(=O)N2CCOCC2)cc1NC(=O)CN1C(=O)CN(C)C1=O,1%,i,-10%,2%,-2%,6%,0.1,0%,-5
O=C(C1CCN(S(=O)(=O)c2ccccc2)CC1)N1CCC1,7%,-6%,4%,-10%,0%,-13%,0.6,0%,-10
Cc1ccc(S(=O)(=O)NC(=O)C2(C)CCN2C(=O)CC2CCCC2)nc1 (stereo not given),-1%,-22%,7%,2%,0%,20%,-0.4,0%,-3
CCN(CC)c1ccc2cc(C(=O)NNC(=O)c3ccc(S(=O)(=O)N4CCCCC4)cc3)c(=O)oc2c1,-14%,-3%,?,160%[activator],-4%,-2%,59*,?,1
O=C1Nc2ccccc2Cc2ccccc21,6%,i,1%,4%,-3%,11%,-0.7,-5%,-19
C=C1CCN(C(C)C(=O)O)S(=O)(=O)c2ccccc21 (stereo not given),-4%,i,-2%,19%,-2%,2%,0.2,-7%,-3
CC(C)c1cccc(OCCCCN(C)C)c1,11%,-1%,9%,0%,13%,?,0.2,-6%,1
O=C(O)C1C2C=CC3(CN(Cc4ccncc4)C(=O)C13)O2 (stereo not given),3%,-13%,0%,15%,3%,7%,2.5,0%,7
O=C(Oc1cccnc1)c1cc(S(=O)(=O)N2CCCCC2)ccc1Cl,0%,-30%[inhibitor],-28%,-6%,-11%,5%,0.1,17µM*,-4
CS(=O)(=O)c1ccc(-c2sc3ccccc3c2C#CCCO)cc1,-3%,-14%,13%,2%,-5%,?,-0.5,3%,27
Cc1ccc2cc(C3CC(c4ccco4)=NN3S(C)(=O)=O)c(Cl)nc2c1 (stereo not given),7%,i,?,0%,13%,25%,-0.8,-10%,?
CCOC(=O)C1=C(c2ccccc2)NC(=S)NC1C (stereo not given),3%,i,-6%,11%,0%,-9%,-0.8,-9%,-7
CNC(=O)COC(=O)c1cc(=O)[nH]c2ccccc12,12%,i,-4%,7%,-15%,5%,-0.5,-8%,·
CCOC(=O)c1ccc[n+](C(C)C(=O)c2ccc(-c3ccccc3)cc2)c1 (stereo not given),11%,-10%,-8%,78%[activator],10%,48%[activator],1.8,-12%,4
COc1ccc(Nc2cc(C)nc(NCc3ccccc3)n2)cc1,6%,-18%,2%,-6%,21%,?,-2.3,4%,0
Cc1cccc(Oc2ccc(NC(=O)c3ccccc3C(=O)O)cc2)c1,-5%,-11%,3%,-3%,-1%,73%[activator],1.3,-4%,1
CC(=O)Nc1ccc(S(=O)(=O)NC(CC(=O)O)c2ccc(C)cc2)cc1 (stereo not given),10%,i,-11%,6%,-2%,2%,-0.5,-4%,0
COc1ccccc1-n1c(SCC(=O)Nc2ccc(Cl)cc2)nc(O)c(Cc2ccccc2)c1=O,-1%,-13%,-11%,-10%,6%,-21%,-0.2,-10%,?
Cc1cc(C)n(-c2nc3c(c(=O)[nH]c(=O)n3C)n2Cc2ccccc2)n1,-5%,i,2%,-10%,12%,26%,-0.7,-5%,3
O=C(c1ccc(Cl)s1)N(Cc1nnc(-c2ccccc2Cl)o1)C1CC1,7%,-7%,-26%,16%,3%,-26%,-3.1,-7%,3
Cc1ccc(C)c(OCCC(=O)NNC(=O)c2ccncc2)c1,2%,i,-19%,5%,13%,0%,1.1,-10%,0
COc1ccc(C2CC3(CC(C)(C)NC(=S)N3)Oc3cc(O)cc(C)c32)cc1OC (stereo not given),4%,i,0%,-3%,12%,10%,-0.1,-13%,0
NS(=O)(=O)c1ccc(CCNC(=O)C2COc3ccccc3O2)cc1 (stereo not given),2%,-21%,-9%,1%,-5%,17%,0.8,3%,-6
O=C(OCc1nnc(-c2ccccc2)o1)c1ccc(-n2cnnn2)cc1,7%,28%,1%,-1%,14%,-6%,1.3,-3%,4
O=C(NCCCn1ccnc1)C1CC(c2ccccc2Cl)=NO1 (stereo not given),0%,i,-2%,-2%,7%,29%,-0.1,-4%,4
COc1ccc(OCC(=O)Nc2ccc3c(c2)CCC3)cc1,-1%,-37%[inhibitor],-12%,-9%,2%,-4%,3.2,0%,-8
CC1CCCC(C)N1C(=O)C1CC(c2ccc(F)cc2)=NO1 (stereo not given),9%,i,4%,0%,22%,-9%,0.0,4%,·
O=C(CN1CCCCCC1)NC(c1ccccc1)c1ccccc1,7%,-22%,-14%,-20%,-5%,?,-1.8,-6%,-2
COc1ccc(-n2c(SCC(=O)O)nc3sc4c(c3c2=O)CCCC4)cc1,4%,i,-12%,0%,0%,-16%,0.4,-8%,0
COc1cccc(COC(=O)CCNC(=O)c2ccc(Br)cc2)c1OC,3%,-19%,10%,0%,4%,-23%,-5.1,-4%,7
COc1ccc(NC(=O)c2cc(C)cc(C)c2)cc1S(=O)(=O)N1CCCCC1,10%,-34%[inhibitor],0%,-6%,-4%,?,0.7,3%,-2
CN(Cc1ccccc1)C(=O)CCC1CCN(C(=O)c2ccccc2C(F)(F)F)CC1,-2%,-32%[inhibitor],14%,3%,3%,-17%,-3.6,1%,4
O=C(CC(c1ccccc1)c1ccccc1)NCCO,0%,-24%[57.5 µM],4%,-8%,-2%,9%,0.0,4%,-4
O=C1C(C2=NC(C(=O)O)C3C(=O)N(c4ccccc4)C(=O)C23)=C(O)c2ccccc21 (stereo not given),10%,i,4%,-9%,-4%,0%,1.9,-4%,-4
Clc1ccccc1OCCCCN1CCNCC1,-2%,i,1%,10%,1%,?,1.1,-13%,1
Cc1ccc(-c2ccccc2)n1-c1cccc(C(=O)O)c1,7%,i,-3%,-6%,-4%,33%[activator],-0.5,-12%,0
CC1CN(CCOc2ccccc2[N+](=O)[O-])CC(C)O1 (stereo not given),-2%,i,9%,-5%,-5%,6%,-2.0,2%,-1
COc1ccc(Nc2ccc(N3C(=O)CC(C)C3=O)cc2[N+](=O)[O-])cc1OC (stereo not given),6%,i,1%,-23%,14%,19%,0.1,1%,1
O=c1c2c([nH]n1-c1ccccc1)CCCC2,8%,i,10%,5%,6%,-29%,0.2,-9%,0
O=C(Nc1ccccc1)c1ccc2nc(-c3ccco3)c(-c3ccco3)nc2c1,11%,-7%,?,12%,-9%,0%,3.7,27µM*,·
Cc1ccccc1CSCC(=O)NC(=O)NCc1ccco1,1%,i,-10%,-8%,1%,-28%,-1.7,-25%,·
CCOC(=O)C1C(=O)Nc2nc(C)nn2C1c1ccccc1 (stereo not given),0%,i,12%,-20%,-2%,0%,1.0,1%,·
O=C(Nc1ccc2c(c1)OCCO2)c1cccnc1Oc1ccc(Cl)cc1,7%,20%,-3%,6%,22%,?,0.0,-9%,-4
CC(OC(=O)c1ccc(Br)o1)C(=O)Nc1ccc2c(c1)OCCO2 (stereo not given),-4%,-7%,-6%,5%,6%,12%,1.0,-1%,0
CCOc1cc(CNCCN2CCOCC2)ccc1OCc1ccccc1Cl,4%,i,-31%,-13%,13%,?,-4.9,-13%,-1
O=C(CS(=O)(=O)c1ccccc1)Nc1ccc(Cl)cn1,10%,-12%,16%,-11%,8%,23%,-1.9,-6%,-3
Cc1ccc(N2CCN(CC(O)COc3ccc([N+](=O)[O-])cc3)CC2)cc1 (stereo not given),4%,-24%,-7%,-18%,7%,?,1.0,-1%,-5

(next part)
molecule,EPAC1 agonist,PTHR1 agonist,EPAC1 antagonist,HEK293 tox,GLP-1R agonist,GLP1R inv ag,IL2 activator,PLK1 PBD inh,PI5P4K alpha inh
O=C(Nc1ccon1)c1cccc(S(=O)(=O)N2CCCC2)c1,0%,-6%,-1%,8%,-13%,2%,2.5,-3%,·
O=C(NC1CCCCC1)N1CCSC1=Nc1ccccc1,17%,-32%[inhibitor],-6%,0%,6%,?,-2.4,-6%,-2
CCn1c(/C=N/Nc2ccc(C(=O)O)cc2)nc2ccccc21,3%,-19%,?,37%[activator],2%,36%[activator],-0.1,-9%,-2
COc1ccccc1CNS(=O)(=O)CCNC1CC1,-6%,i,-9%,4%,0%,4%,0.2,-1%,0
CC(=O)NC12CC3CC(C1)CC(C(=O)N1CCN(S(=O)(=O)c4cccc(C(F)(F)F)c4)CC1)(C3)C2,-7%,i,-1%,-1%,2%,?,-1.9,-1%,7
O=C(Cn1cnc2c(OCc3ccccc3)ncnc21)NCc1nc2ccccc2[nH]1,-13%,-20%,19%,-1%,1%,-10%,0.0,21µM*,-52*

Record cards, from the list above. Values in the order: EPAC1 agonist	PTHR1 agonist	EPAC1 antagonist	HEK293 tox	GLP-1R agonist	GLP1R inv ag	IL2 activator	PLK1 PBD inh	PI5P4K alpha inh
Listed for `O=C(Nc1ccon1)c1cccc(S(=O)(=O)N2CCCC2)c1` : 0%	-6%	-1%	8%	-13%	2%	2.5	-3%	·
Listed for `CC(=O)NC12CC3CC(C1)CC(C(=O)N1CCN(S(=O)(=O)c4cccc(C(F)(F)F)c4)CC1)(C3)C2` : -7%	i	-1%	-1%	2%	?	-1.9	-1%	7
Listed for `CCn1c(/C=N/Nc2ccc(C(=O)O)cc2)nc2ccccc21` : 3%	-19%	?	37%[activator]	2%	36%[activator]	-0.1	-9%	-2
